# Source: PubChem BioAssay
# MBD2 inh – blocks human MBD2 binding to methylated DNA; Q9UBB5; TR-FRET, MBD2 binding to methylated oligonucleotide; inhibition, % at 4.4 µM; 370,000 tested, 0.31% active; AID 686964; in the data active = inhibition above about 13%
# SIAE primary – human SIAE inhibition, primary screen | inhibition, % at 9.66 µM | Q9HAT2 | 370,000 tested, 0.69% active | SIAE FP-Rh probe binding, fluorescence polarization;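 active = inhibition above a cutoff: mean of compounds within the control limits plus 3 SD of those, cut at about 17% in these data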;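 note: 0% = plate median of compound wells and 100% = probe without SIAE protein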
# DDE Tn7 FP inh – inhibitors of Tn7 peptide binding to human fibrin DD(E). P02675. FP displacement of FITC-Tn7 peptide from fibrin DD(E); 0% = median of compound wells per plate. inhibition, % at 8.3 µM. 370,000 tested, 0.13% active. AID 720508;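 active = inhibition above the mean of compounds falling within the control limits plus 3 SD of them, cut at about 14% in these data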;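 note: 0% = plate median of compound wells and 100% = 10 µM Aha-Tn7 peptide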
#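 Assay system: Human clot-derived fibrin DD(E) complex | Buffer or medium: Tris/NaCl/CaCl2 buffer, pH 7.8 | Repeats: One replicate per compound | Benchmarks: Aha-Tn7 high control | Measure: % inhibition scaled between sample-field median and high-control FP | Schedule: 10 min plus 3 h, room temperature | Signal: Fluorescence polarization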
# PRMT1 inh – inhibitors of human PRMT1; 370,000 tested, 1.3% active; inhibition, % at 2.79 µM; recombinant PRMT1, activity-based probe fluorescence polarization; Q99873; AID 652257;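 active = inhibition above about 21% made by adding two undisclosed values, limit read from the data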
# Target sequence (Q99873 whole entry, looked up): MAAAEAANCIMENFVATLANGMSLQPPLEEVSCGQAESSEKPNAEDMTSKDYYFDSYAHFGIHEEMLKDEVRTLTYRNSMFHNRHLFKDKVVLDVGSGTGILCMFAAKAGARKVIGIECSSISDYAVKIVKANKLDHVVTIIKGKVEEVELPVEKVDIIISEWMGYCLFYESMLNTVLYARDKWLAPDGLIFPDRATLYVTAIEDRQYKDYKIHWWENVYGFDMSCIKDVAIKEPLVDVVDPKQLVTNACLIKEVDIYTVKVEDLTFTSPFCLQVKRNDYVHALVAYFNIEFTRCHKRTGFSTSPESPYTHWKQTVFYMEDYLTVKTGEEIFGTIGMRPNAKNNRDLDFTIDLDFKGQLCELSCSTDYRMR
# LEDGF integ inh – blocks HIV-1 LEDGF/p75-dependent DNA integration; TR-FRET IN-LEDGF/p75 DNA integration, Eu/Cy5; inhibition, % at 3.7 µM; AID 743269; 370,000 tested, 0.64% active;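 active = inhibition above the screen-wide mean plus 3 SD, cut at about 13% in these data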;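 note: signal is the Cy5 over europium emission ratio at 671 and 618 nm; 0% = plate median of compound wells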
# proKLK7 act – activators of human kallikrein-7 zymogen. purified proKLK7, EDANS-DABCYL substrate fluorescence; 100% is mature enzyme control, 0% vehicle. AID 652039. activation, % at 7 µM. 370,000 tested, 0.9% active;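 active = activation above the mean of all tested compounds plus 3 SD, computed per campaign excluding outliers beyond control limits, cut at about 13% in these data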
# Target sequence (P49862 whole entry, looked up): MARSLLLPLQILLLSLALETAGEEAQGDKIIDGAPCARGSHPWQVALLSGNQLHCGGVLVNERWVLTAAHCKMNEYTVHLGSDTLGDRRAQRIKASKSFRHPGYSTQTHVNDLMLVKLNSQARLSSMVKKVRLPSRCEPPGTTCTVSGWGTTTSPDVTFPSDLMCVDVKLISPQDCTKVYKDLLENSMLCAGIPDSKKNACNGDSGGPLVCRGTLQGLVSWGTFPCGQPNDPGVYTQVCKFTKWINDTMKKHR
# UHRF1 MBD2 ctr – human UHRF1 methylated DNA binding inhibitors; inhibition, % at 4.4 µM; Q96T88; UHRF1 binding to methylated oligo, TR-FRET; 370,000 tested, 0.75% active; in the data active = inhibition above about 21%;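 note: UHRF1 SRA domain binding a hemimethylated CpG hairpin DNA probe; 0% = median of test compound wells and 100% = reference inhibitor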
# TDP2 inh – blocks human TDP2 phosphodiesterase activity; recombinant TDP2, T5PNP hydrolysis, p-nitrophenol absorbance 415 nm; 370,000 tested, 0.34% active; O95551; inhibition, % at 12.8 µM;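 active = inhibition above the mean of all tested compounds plus 3 SD, set per campaign, cut at about 25% in these data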;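 note: 0% = DMSO with enzyme and 100% = buffer with substrate but no TDP2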
# Target sequence (O95551 whole entry, looked up): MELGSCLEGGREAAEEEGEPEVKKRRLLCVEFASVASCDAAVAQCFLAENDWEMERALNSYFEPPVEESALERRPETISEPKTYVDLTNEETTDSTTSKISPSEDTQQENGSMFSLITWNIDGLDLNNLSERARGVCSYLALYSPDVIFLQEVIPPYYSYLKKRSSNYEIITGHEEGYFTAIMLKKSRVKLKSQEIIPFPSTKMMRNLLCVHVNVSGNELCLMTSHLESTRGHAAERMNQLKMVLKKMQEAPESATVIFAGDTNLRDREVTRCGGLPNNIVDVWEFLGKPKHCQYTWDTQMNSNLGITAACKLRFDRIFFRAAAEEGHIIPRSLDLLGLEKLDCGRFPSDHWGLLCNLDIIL
#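 System – recombinant human TDP2 · Quantity – TDP2 enzyme at 120 nM final · Doses – single concentration, 12.8 µM nominal, with 1% DMSO · Incubation – 2 h at 37 °C · Measured by – epi absorbance of p-nitrophenol freed from T5PNP by hydrolysis · Read-out – % inhibition relative to enzyme-containing and enzyme-free wells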
# Tn6 DDE FP – inhibitors of Tn6 peptide binding to human fibrin DD(E). AID 720509. P02675. Fibrin DD(E) TRITC-Tn6 fluorescence polarization displacement. inhibition, % at 8.3 µM. 370,000 tested, 0.21% active;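 active = inhibition above a per-campaign cutoff: mean of compounds within control limits plus 3 SD, cut at about 15% in these data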;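 note: 0% = median of all compound wells on the plate and 100% = blocking peptide control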
# TCR-CD3 inh – inhibitors of human TCR-CD3 interaction; TAMRA-labeled TCR probe fluorescence, biochemical; inhibition, % at 9.4 µM; 360,000 tested, 0.37% active; in the data active = inhibition above about 19%;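 note: recombinant mutant TCR 2C K166C tagged with TAMRA read by polarization; 0% = receptor in buffer alone and 100% = receptor with positive control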
# * hit, by the source's call; · = not tested or not shown.
compound	PRMT1 inh	DDE Tn7 FP inh	TDP2 inh	TCR-CD3 inh	proKLK7 act	Tn6 DDE FP	SIAE primary	UHRF1 MBD2 ctr	MBD2 inh	LEDGF integ inh
CCc1[nH]nc2c1C(c1cccnc1)C(C#N)=C(N)O2 (configuration not stated)	0	-6	-5	0	-0.1	1	4	-5	2	2
Cc1cccc(C)c1NC(=O)CSc1nc2ccccc2c(=O)[nH]1	-3	3	-4	2	0.5	2	1	-3	-1	2
CC(C)n1c(COc2ccccc2)nc2ccccc21	-4	-3	10	6	0.1	10	7	-1	-2	-1
Cc1ccc(C(NC(=O)c2ccccc2)C(Cl)(Cl)Cl)cc1 (configuration not stated)	-1	-3	-7	4	0.3	-6	8	-1	-7	2
Cc1ccc(C(=O)Nc2nc(=O)n(C(=O)C3CC3)s2)cc1	-1	4	-10	8	-0.2	-2	-12	-2	-4	-1
CCc1nc2ccc(C(=O)NCc3ccc(OC)cc3)cn2c1N(CC)Cc1cccc(Br)c1	3	5	-3	-8	-1.6	-3	-1	2	5	-5
CN1CCN(C(=O)c2cc3c(c(-c4cccc(-c5cc6ccccc6o5)c4)n2)[C@H](CCO)N(S(=O)C(C)(C)C)C3)CC1 (some centres not stated)	-4	-7	-2	2	0.8	4	-10	-1	0	6
CCN(C(=O)c1ccc(NC(=O)C2CCCCC2C(=O)O)cc1)c1ccccc1 (configuration not stated)	6	3	-3	4	0.2	3	7	0	5	2
O=C(Nc1ccc(S(=O)(=O)NCCc2ccccc2)cc1)c1ccncc1	7	0	-8	-8	1.0	6	-6	1	0	-9
COc1ccc(/C=C/C(=O)N(Cc2cccs2)C2CCS(=O)(=O)C2)cc1 (configuration not stated)	7	0	-8	-5	-0.3	-3	-4	1	0	-4
COc1ccc(CCNC(=O)CSc2nc3c([nH]2)c(=O)n(C)c(=O)n3C)cc1	2	-2	5	·	0.4	9	12	-1	-2	1
C/C(=N\NC(=O)CCCCCNC(=O)c1ccccc1)c1ccccc1O	-2	-6	-8	6	-0.3	-1	9	2	0	0
COC(=O)CC1=NC(=O)CS1	-2	-3	-5	0	0.6	-3	5	2	-5	-2
Nn1cnnc1SCC(=O)N(C1CCCCC1)C1CCCCC1	-3	0	-6	-6	-0.4	-1	-3	3	-3	6
COc1ccc(-c2nc3cc([N+](=O)[O-])ccc3o2)cc1OC	1	4	1	-2	-0.1	-10	-12	1	2	-5
CCOC(=O)N1CCC(N2C(=O)c3ccc(C(=O)Nc4ccc(OC)c(OC)c4)cc3C2=O)CC1	-1	-1	3	-5	0.1	3	3	-1	-4	-2
O=c1c2c(nc3cc(-c4ccccc4Cl)[nH]n13)CCS2	1	-4	12	13	-1.6	-7	-15	4	2	10
O=C(/N=C1/c2ccccc2CN1c1ccccc1)Nc1ccccc1	-5	8	3	3	-0.5	-4	-3	1	6	-3
COc1ccc(CNC(=O)COC(=O)c2cncc(Br)c2)cc1	3	-2	2	-3	0.1	2	0	-1	-3	-5
Cc1ccc(-c2cc(-c3ccc(F)cc3)c(C#N)c(N)n2)o1	46*	6	-7	-2	2.6	-5	-10	-3	-3	-1

# Arranged by number of heavy atoms (low to high): three of the compounds above
compound	PRMT1 inh	DDE Tn7 FP inh	TDP2 inh	TCR-CD3 inh	proKLK7 act	Tn6 DDE FP	SIAE primary	UHRF1 MBD2 ctr	MBD2 inh	LEDGF integ inh
O=C(/N=C1/c2ccccc2CN1c1ccccc1)Nc1ccccc1	-5	8	3	3	-0.5	-4	-3	1	6	-3
CCc1nc2ccc(C(=O)NCc3ccc(OC)cc3)cn2c1N(CC)Cc1cccc(Br)c1	3	5	-3	-8	-1.6	-3	-1	2	5	-5
CCOC(=O)N1CCC(N2C(=O)c3ccc(C(=O)Nc4ccc(OC)c(OC)c4)cc3C2=O)CC1	-1	-1	3	-5	0.1	3	3	-1	-4	-2

# Carrying on.
compound	PRMT1 inh	DDE Tn7 FP inh	TDP2 inh	TCR-CD3 inh	proKLK7 act	Tn6 DDE FP	SIAE primary	UHRF1 MBD2 ctr	MBD2 inh	LEDGF integ inh
Cc1ccc(C2CC(c3cccc(C)c3)n3nc(N)nc3N2)cc1 (configuration not stated)	6	4	-8	-8	-17	3	1	1	-2	-4
C=CCSc1cc(C)nc2c(-c3ccccc3)cnn12	9	2	-24	-10	-0.1	-10	-10	-12	5	-1
CC(=O)NC(C)c1nc2ccccc2n1CC(=O)NC(C)CCc1ccccc1 (configuration not stated)	-1	-6	-7	5	0.3	6	2	-1	5	0
CN(Cc1ccc(Br)s1)C(=O)CNC(=O)c1ccc2c(c1)OCO2	-4	9	1	-6	-0.1	-6	-1	-1	1	-3
C/C(CC(=O)Nc1ccc(Cl)cc1C(F)(F)F)=N\NC(=O)c1ccccn1	2	12	-5	-5	0.4	5	3	-1	3	4
CC(C)(C)C1CCc2c(sc(NC(=O)CSc3nnc(-c4ccccc4)o3)c2C#N)C1 (configuration not stated)	-1	4	-10	1	0.3	4	5	-3	2	-1
CCOC(=O)c1ccoc1CSCC(=O)N1CCN(S(=O)(=O)c2ccc(C)cc2)CC1	2	-2	-4	5	0.8	2	-3	-2	2	1
COC(=O)Cn1c(CN2CCc3ccccc3C2)nc2c1c(=O)n(C)c(=O)n2C	3	-3	5	8	-0.5	-2	2	-4	-8	5
COc1ccc(-n2c(Cn3nnc4ccccc43)nnc2SCC(=O)O)cc1	-3	0	-2	4	0.1	3	9	1	-3	-2
CCC(CC)NC(=O)COC(=O)CCC(=O)c1cccs1	1	-2	-2	-2	0.3	-3	7	1	2	-1
CN(C)c1nc(-c2ccccc2)nc(-c2ccc(Cl)cc2)c1C#N	-4	-4	-26	-4	-0.3	-2	-3	2	-4	-2
Oc1ccccc1C=NN=Cc1c(O)ccc2ccccc12	-5	-3	-2	3	0.2	-2	2	-2	3	5
Cn1c(COc2ccccc2)nnc1SCc1nc2ccccc2[nH]1	-5	-4	0	1	-0.7	1	-1	-4	0	4
CC(C)C(NC(=O)c1ccccc1F)C(=O)OCC(=O)c1ccc(F)cc1 (configuration not stated)	-2	-3	2	6	0.6	1	-3	-1	0	1
O=C(c1ccc(Cl)cc1)[C@@H]1[C@@H]2C(=O)N(c3ccccc3)C(=O)[C@@H]2C2c3ccccc3C=NN21 (some centres not stated)	6	-2	-3	2	0.2	8	-4	2	10	-1
CC1(CCc2ccccc2)NC(=O)N(CC(=O)N2CCc3ccccc32)C1=O (configuration not stated)	-4	-7	-8	2	0.2	0	2	-2	-7	5
COC(=O)c1c(NC(=O)CN2CCOCC2)sc2c1CCC(C)C2 (configuration not stated)	1	2	-7	-7	0.1	3	-8	3	3	-4
Cc1ccccc1NC(=O)c1cccc(S(=O)(=O)Nc2cccc(C(=O)O)c2)c1	-1	-1	-21	-9	-0.3	3	-3	4	-7	0
Clc1cccc(Cl)c1C1=NOC(c2nnc(-c3ccccc3)o2)C1 (configuration not stated)	0	-1	4	8	-0.2	0	4	-3	-1	-2
CC(C)c1ccc(CC(NC(=O)c2ccccc2)C(=O)NCC(=O)O)cc1 (configuration not stated)	3	-1	-2	-10	-0.3	-1	7	3	7	4

# Reformatted: 4 of the compounds above
> C=CCSc1cc(C)nc2c(-c3ccccc3)cnn12
- PRMT1 inh = 9
- DDE Tn7 FP inh = 2
- TDP2 inh = -24
- TCR-CD3 inh = -10
- proKLK7 act = -0.1
- Tn6 DDE FP = -10
- SIAE primary = -10
- UHRF1 MBD2 ctr = -12
- MBD2 inh = 5
- LEDGF integ inh = -1
> CC(=O)NC(C)c1nc2ccccc2n1CC(=O)NC(C)CCc1ccccc1 (configuration not stated)
- PRMT1 inh = -1
- DDE Tn7 FP inh = -6
- TDP2 inh = -7
- TCR-CD3 inh = 5
- proKLK7 act = 0.3
- Tn6 DDE FP = 6
- SIAE primary = 2
- UHRF1 MBD2 ctr = -1
- MBD2 inh = 5
- LEDGF integ inh = 0
> CN(Cc1ccc(Br)s1)C(=O)CNC(=O)c1ccc2c(c1)OCO2
- PRMT1 inh = -4
- DDE Tn7 FP inh = 9
- TDP2 inh = 1
- TCR-CD3 inh = -6
- proKLK7 act = -0.1
- Tn6 DDE FP = -6
- SIAE primary = -1
- UHRF1 MBD2 ctr = -1
- MBD2 inh = 1
- LEDGF integ inh = -3
> C/C(CC(=O)Nc1ccc(Cl)cc1C(F)(F)F)=N\NC(=O)c1ccccn1
- PRMT1 inh = 2
- DDE Tn7 FP inh = 12
- TDP2 inh = -5
- TCR-CD3 inh = -5
- proKLK7 act = 0.4
- Tn6 DDE FP = 5
- SIAE primary = 3
- UHRF1 MBD2 ctr = -1
- MBD2 inh = 3
- LEDGF integ inh = 4

# Continued:
compound	PRMT1 inh	DDE Tn7 FP inh	TDP2 inh	TCR-CD3 inh	proKLK7 act	Tn6 DDE FP	SIAE primary	UHRF1 MBD2 ctr	MBD2 inh	LEDGF integ inh
C[C@@H]1CN([C@@H](C)CO)C(=O)CCCn2nncc2CO[C@H]1CN(C)S(=O)(=O)c1ccc(Oc2ccccc2)cc1	-1	1	-4	3	-0.5	-6	0	2	6	3
C=CCOC(=O)CCC(=O)Nc1cc(OC)nc(OC)n1	-3	2	-2	7	0.0	3	4	0	0	-1
CCn1c(C)nc2c(=O)oc3ccccc3c21	1	-5	2	-1	-0.7	-5	-2	1	1	-3
CC1(C(=O)NCc2ccccc2Br)CCN1C(=O)Cc1ccc(-c2ccccc2)cc1 (configuration not stated)	3	3	-5	0	0.3	-2	-3	0	-2	-2
CCOc1ccc(N(CC(=O)NC(C)C)C(=O)CCC(=O)Nc2ccccn2)cc1	-3	-6	-12	-3	-0.1	1	-1	3	0	1
CC1Sc2ccc(Cl)cc2-c2nc(N)ncc21 (configuration not stated)	7	-1	1	5	1.5	3	-2	19	5	-6
Cc1cc(C)c(S(=O)(=O)n2ccc(-c3ccc(OCCN(C)c4ccccn4)cc3)n2)c(C)c1	-3	-5	11	1	0.2	8	0	-4	3	-1
COc1cccc(CN2CCN(C(=S)NCc3ccc(Cl)cc3)CC2)c1	-6	0	-2	1	0.5	4	0	-1	-2	4
Cc1cc(C)c2c(c1)/C(=c1/sc3n(c1=O)CN(c1ccccc1)CN=3)C(=O)N2	-4	-2	6	-1	-0.9	-8	8	-4	-4	2
COc1cccc(N=Nc2ccc3ccccc3c2O)c1	2	-3	13	-10	0.7	-2	-2	-1	1	-5
O=C(Cn1nnc(-c2ccccc2F)n1)Nc1ccc(S(=O)(=O)NC2CCCC2)cc1	-2	-8	0	15	0.8	1	-42	-2	2	2

# Compounds as they come. About 4.6% of those tested had a hit in this group.
